SR-BI DiI inh – mouse SR-BI HDL lipid transfer inhibition; Q61009; ldlA[mSR-BI] CHO cells, DiI-HDL uptake fluorescence, 3 h; AID 488896; inhibition, % at 12.5 µM; actives 0.96% (n = 320,000);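 active = mean replicate inhibition of at least 70% and a set share of replicates each scoring 70 or more; inconclusive = meets just one of the two criteria; inactive = fails both criteria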;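 also: 0% = median of neutral control wells and 100% = median of positive control wells; values of inactives mirror those of a sister screen read the other way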
SR-BI DiI-HDL act – activators of SR-BI mediated HDL lipid uptake; CHO ldlA[mSR-BI] cells, DiI-HDL uptake fluorescence, 3 h; 100 = double the neutral-control signal; activation, % at 12.5 µM; actives 0.096% (n = 320,000);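 active = mean replicate activation of at least 60% and every replicate at or above 60%; inconclusive = mean or all-replicate condition met, but not both; inactive = mean below 60% and not all replicates reaching 60%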;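 also: 0% = median plate neutral-control signal and 100% = twice that signal; values of inactives mirror those of a sister screen read the other way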
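System: LDL receptor-deficient CHO ldlA cells overexpressing murine SR-BI | Timing: 3 h uptake period with compound, 37 °C | Medium: HEPES-buffered (25 mM, pH 7.4) F12 plus 0.5% BSA | Dosing: Single-point compound dose | Signal: Bottom-read fluorescence, 550/595 nm | Read-out: Retained DiI signal reflecting DiI-HDL uptake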
HTR5A ag – HTR5A agonism, opioid heterodimer counter-screen; P47898; HTR5A agonist assay, luminescence, cell-based; activation, % at 9.3 µM; actives 0.61% (n = 340,000); in the data active = activation mostly above about 9.5%, no sharp cut-off; inactive = mostly below about 7.6%;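 also: 0% = cells with vehicle only and 100% = reference agonist; strong numbers were not always called active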
Wnt bcat act – activators of Wnt/beta-catenin signaling; AID 743398; activation, % at 9.35 µM; actives 1.2% (n = 300,000); Wnt/beta-catenin reporter cell assay, activator, plate reader; in the data active = activation above about 30%, passing the limit was not always enough; inconclusive = no clear call, values can overlap the other calls;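 also: 0% = neutral control wells and 100% = positive control wells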
dFosB act – activators of mouse delta FosB homodimer; purified delta FosB, TAMRA-CDK5 oligo fluorescence polarization; percent of positive-control signal above neutral wells; activation, % at 25 µM; actives 0.99% (n = 340,000);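 active = mean activation above about 17%, with every replicate also reaching it, limit read from the data, passing the limit was not always enough; inconclusive = only one of the two conditions met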;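 also: fluorescence polarization rise as delta FosB binds a TAMRA Cdk5 AP-1 oligo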
cardiac RTF act – cardiac RTF calcium sensitization; P19429+P45379; IANBD-labeled TnC RTF fluorescence at EC20 calcium; 0% EC20 calcium, 100% full calcium; activation, % at 7.2 µM; actives 0.24% (n = 340,000);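 active = activation above the mean over all tested compounds plus 3 SD, cut at about 30% in these data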;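 also: rise in fluorescence read as greater calcium sensitivity of cardiac thin filaments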
PvdQ inh – blocks Pseudomonas aeruginosa PvdQ acylase activity; purified PvdQ acylase, fluorescence plate reader; inhibition, % at 10 µM; actives 0.063% (n = 340,000); in the data active = inhibition above about 30%, passing the limit was not always enough; inconclusive = no clear call, values can overlap the other calls;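 also: 0% = vehicle neutral wells and 100% = reference inhibitor wells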
CDK5 p35 inh – inhibitors of human CDK5/p35 kinase. inhibition, % at 10 µM. Q00535+Q15078. actives 0.01% (n = 330,000). Recombinant CDK5/p35, ADP-Glo luminescence, 60 min;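 active = highest replicate inhibition of at least 50% and at least 75% of replicates reaching 50%; inconclusive = only one of the two criteria met; inactive = both criteria failed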;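 also: plate controls were DMSO neutral control for no effect and GW8510 at 10 µM for full effect; many of its hits are not listed in these tables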
Rtt109 Vps75 – C. albicans Rtt109 histone acetyltransferase inhibition | Q5AAJ8 | actives 0.16% (n = 330,000) | purified Rtt109/Vps75, ThioGlo CoA-SH fluorescence, 4 h | inhibition, % at 34.9 µM;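 active = inhibition of at least 50% in every replicate; inconclusive = best replicate reaches 50% inhibition but some replicates fall short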
MITF act – MITF TRPM1 promoter activation in melanoma cells; AID 588334; activation, % at 12.5 µM; SK-MEL-5 TRPM1-promoter luciferase, 24 h; % of positive control, neutral wells = 0; actives 0.75% (n = 300,000);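 active = mean activation of at least 80% with every replicate also reaching 80%; inconclusive = mean reaches 80% but some replicate falls short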;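 also: 0% = neutral control wells and 100% = parthenolide positive control wells; values of inactives mirror those of a sister screen read the other way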
* = called active by the depositor; ? = inconclusive; . = not tested or not shown. An unsorted share of the library, and some 4.4% of all compounds hit somewhere here.

Structure	SR-BI DiI inh	SR-BI DiI-HDL act	HTR5A ag	Wnt bcat act	dFosB act	cardiac RTF act	PvdQ inh	CDK5 p35 inh	Rtt109 Vps75	MITF act
COc1cc(C(=O)NCCC(=O)NC2CCC(C)CC2)cc(OC)c1OC (stereo unspecified)	-4	4	-4	1	-10	4	-12	-0.2	11	2
COCCOc1ccc(C(F)(F)F)cc1NC(=O)COC(=O)c1c(C)noc1C	20	-20	-8	.	-7	4	-19	-10.0	-19	-2
CN(Cc1ccccc1)C(=O)C1CCN(Cc2ccc(F)cc2)CC1	-1	1	-1	5	-2	-1	2	0.8	5	3
COc1ccc(Nc2ccc([N+](=O)[O-])cn2)cc1	20	-20	-2	1	-3	-7	-2	0.1	-3	.
CCn1c(O)c(N=NC(=O)c2cccs2)c2ccccc21	32	-32	2	4	-4	-4	-10	-0.7	-8	34
COc1cccc(/C=C2\CCc3ccccc3C2=O)c1	6	-6	-2	35*	1	4	2	11	-1	66
CC1CC(C)C[N+](=C2C=C(N3CCCC3)CC(C)(C)C2)C1 (stereo unspecified)	-9	9	7	-1	2	2	13	2.9	-7	-70
O=C(NC(=S)NNS(=O)(=O)c1ccccc1)c1ccccc1[N+](=O)[O-]	-7	7	0	1	-4	1	-13	0.5	0	-9
CCN(C(=O)COC(=O)CSc1cc(C)c2ccccc2n1)c1ccccc1	-29	29	-1	0	-8	0	-9	-2.2	8	-10
CC(C)CCNC(=O)c1csc2c1CCCCC2	-28	28	-3	-1	7	5	6	-2.9	1	11
CCS(=O)(=O)c1ccc(-c2csc(-c3ccc(Cl)cc3)n2)c(Cl)c1Cl	-23	23	13	-1	5	1	-15	0.9	-10	7
S=C1NC2=C(CCC/C2=C\c2ccccc2)C(c2ccccc2)N1 (stereo unspecified)	17	-17	5	.	-8	15	-4	-0.2	3	-10
Cc1nn(S(=O)(=O)c2ccc(Cl)cc2)c(C)c1Sc1ccc([N+](=O)[O-])cc1	19	-19	0	-3	-5	1	2	-1.0	-7	-7
CC1CCCCN1C(=O)COC(=O)/C=C/c1ccc2ccccc2n1 (stereo unspecified)	1	-1	6	7	-10	0	-2	-0.3	0	3
Cc1cc(Br)ccc1NC(=O)CN(C)C(=O)C1CCN(C(=O)c2ccc(F)cc2)CC1	18	-18	2	-1	-3	2	-12	2.1	-1	-3
Cc1c(C(=O)C(C)C)n(C)c2ccccc12	0	0	5	.	-4	-3	2	0.6	4	.
CON(C)S(=O)(=O)c1cccc(C(=O)Nc2cccc(S(=O)(=O)NC3=NCCCCC3)c2)c1	-2	2	-1	-3	-12	1	-20	1.4	-11	-12
CCc1ccccc1NC(=O)CCc1c(C)nn(-c2ccc(N3CCOCC3)nn2)c1C	48	-48	-6	1	2	-5	-12	-0.5	-2	-3
O=[N+]([O-])c1ccc2[nH]c(O)c(N=NC3CCS(=O)(=O)C3)c2c1 (stereo unspecified)	-8	8	-1	15	-3	9	-13	-4.2	1	7
O=C(COc1ccccc1C(=O)O)Nc1ccc(SC(F)F)cc1	-21	21	-1	6	0	-1	-8	0.1	2	9

Structure	SR-BI DiI inh	SR-BI DiI-HDL act	HTR5A ag	Wnt bcat act	dFosB act	cardiac RTF act	PvdQ inh	CDK5 p35 inh	Rtt109 Vps75	MITF act
Nc1ccc2c(c1)Cc1cc(Cl)c(Cl)cc1-2	16	-16	4	4	-7	1	-6	1.6	-1	25
COC(=O)c1ccc(C(=O)OC)c(NC(=O)CSc2cccc[n+]2[O-])c1	-31	31	6	.	-2	0	-6	-1.5	5	8
Cc1ccccc1NC(=S)NC(NC(=O)COc1ccccc1)C(Cl)(Cl)Cl (stereo unspecified)	20	-20	15	-3	-6	-2	-8	-1.3	-1	-12
CC(C)C(c1nnnn1Cc1ccccc1)N1CCC(C(N)=O)CC1 (stereo unspecified)	-1	1	1	.	-2	1	-9	-2.0	0	-7
COCCNC(=O)CN(Cc1ccc(F)cc1)C(=O)CCC(=O)Nc1nccs1	.	.	-3	0	-10	-5	-3	-5.0	-8	3
O=S(=O)(c1ccccc1)c1nc(NC2CC2)sc1Cl	-37	37	1	0	-1	-1	-16	1.7	-2	6
Cc1cccc(-n2cc(CNCCN3CCOC3=O)c(-c3cccc(F)c3)n2)c1	-14	14	1	6	-16	1	-8	0.7	3	22
CC1CCCN(C(=O)c2cccc(S(=O)(=O)N3CCCc4ccccc43)c2)C1 (stereo unspecified)	5	-5	3	4	-7	-2	0	-0.4	11	-4
OC(CCc1cccc(Cl)c1)c1cccs1 (stereo unspecified)	1	-1	-4	2	-6	-1	-3	0.3	1	9
CO/N=C/NC(=O)NOCc1c(Cl)cccc1Cl	6	-6	-2	.	-7	-7	7	7.3	-5	7
Cc1cc(=O)n(CC(C)O)c(O)c1C#N (stereo unspecified)	-2	2	-1	.	8	2	-16	-0.8	-4	6
O=C1c2ccccc2C(=O)N1CCc1nc2ccccc2c(=O)n1-c1ccccn1	-21	21	4	.	-4	-2	-18	-0.7	.	-7
COc1cc(NC(=O)c2cccc(C)c2)ccc1NC(=O)c1cc2ccccc2o1	85*	-85	1	-3	3	0	-13	0.7	-6	-39
Cc1ccccc1Nc1ccc2nonc2c1[N+](=O)[O-]	0	0	0	0	1	3	12	1.5	0	-7
CCOc1ccc(OCc2ccc(C(=O)N3CCc4ccccc4C3)o2)cc1	13	-13	1	4	-7	-6	5	3.3	-1	2
Cc1nnsc1C(=O)NNC(=O)c1ccc(C(F)(F)F)cc1	-2	2	-1	9	-5	1	-9	1.9	-4	7
COc1ccc(-n2c(-c3ccc(Br)cc3)c[n+]3c2SC(C)C3)cc1 (stereo unspecified)	-13	13	1	0	-12	8	-13	1.9	5	-49
CSCCC(NS(=O)(=O)c1ccc2c(c1)OCCO2)C(=O)N(C)Cc1ccc(F)cc1 (stereo unspecified)	-6	6	2	1	-13	-5	-15	0.1	-1	2
CCOC(=O)CSc1nc2c(c(-c3ccc(C)o3)c1C#N)CCCC2	16	-16	6	.	-13	-4	-2	0.1	-3	8
N#C/C(=C\c1cccc([N+](=O)[O-])c1)C(=O)NCc1cccnc1	-19	19	5	.	-2	6	-16	-0.5	10	-3

Structure	SR-BI DiI inh	SR-BI DiI-HDL act	HTR5A ag	Wnt bcat act	dFosB act	cardiac RTF act	PvdQ inh	CDK5 p35 inh	Rtt109 Vps75	MITF act
Cc1cc(C)n(CCc2nc(-c3ccc(C)o3)cs2)n1	-12	12	1	.	-13	8	-13	-0.3	-1	6
Cc1ccccc1-c1noc(N)c1C#N	-27	27	7	.	-3	0	-15	-0.9	9	-10
CCOc1ccc(N(CC(=O)Nc2cccc(C)c2C)S(=O)(=O)c2c(C)[nH]c(=O)[nH]c2=O)cc1	-25	25	6	5	-6	0	-10	-2.8	6	1
CN(C)c1ccc(N=Nc2ccccc2C(=O)OCC(=O)Nc2ccccc2C(F)(F)F)cc1	?	-73	-3	4	-16	-8	18	0.4	21	6
CCOc1ccc(C(=O)NC2CCCCCCC2)cc1	22	-22	7	42*	1	-3	-14	1.9	1	79
Cc1nc2ccc(S(=O)(=O)NCC(=O)NCCN3CCCCCC3)cc2s1	8	-8	-2	.	9	-1	-3	-0.3	8	2
O=C(NNc1cc(N2CCOCC2)nc(N2CCOCC2)n1)c1ccc(Cl)c(Cl)c1	33	-33	-1	.	-5	-2	4	0.1	-8	19
Cc1ccc(C)c(N2C(=O)c3ccc(C(=O)OCC(=O)c4c(N)n(C)c(=O)n(C)c4=O)cc3C2=O)c1	22	-22	10	1	-1	-4	-13	1.8	1	8
CCOCCCN1C(=O)C2C(C(=O)Nc3ccc(OCC)cc3)C3C=CC2(O3)C1C(=O)NC1CCCCC1 (stereo unspecified)	18	-18	-1	.	-3	-6	-7	-0.6	-10	-1
CCOc1cccc(NC(=O)C(Cc2cccs2)c2nn[nH]n2)c1 (stereo unspecified)	16	-16	1	-4	4	-1	-8	3.0	0	.
CC(C)C[C@H](NC(=O)NC1CCCc2ccccc21)C(=O)O (stereo partly specified)	-30	30	-5	11	3	5	-8	1.2	-26	10
O=C(c1ccc(Br)o1)N1CCC(c2nc3ccccc3[nH]2)CC1	-22	22	3	-1	-5	3	-4	2.3	6	6
COc1ccc(CCN2CN(S(=O)(=O)c3ccccc3)c3nc4ccccc4nc32)cc1OC	-26	26	7	.	-2	0	0	-2.2	10	0
COc1ccc(S(=O)(=O)N(CCc2ccccc2)CC(=O)O)cc1Cl	-2	2	4	-2	-6	5	-24	-1.1	-1	3
CC(C)(C)c1ccc(S(=O)(=O)C(C)(C)C)cc1	-31	31	6	-1	-1	-3	-17	0.5	-3	1
CC[C@H](C)[C@H](NC(N)=O)C(=O)Nc1ccc(C)cc1	-31	31	-1	-3	4	6	-7	-0.5	-2	-6
O=C(Nc1ccc2c(c1)OCO2)N1CCN(c2ccccc2)CC1	-6	6	-4	2	3	-4	-3	-0.5	.	-3
COC(=O)/C=C1\S/C(=N\N=C\CC(=O)OC)NC1=O	-15	15	3	-1	-3	-4	4	-0.6	-16	.
Cc1ccc2c(c1)c(C)c(C)n2CC(O)Cn1nnc2ccccc21 (stereo unspecified)	30	-30	4	?	-9	7	7	-0.7	5	.
COc1ccc(C(=O)N(CC(=O)Nc2sc(C)c(C)c2C(N)=O)C2CCCC2)cc1	.	.	4	-2	-12	-1	-11	-1.6	-5	-20

Structure	SR-BI DiI inh	SR-BI DiI-HDL act	HTR5A ag	Wnt bcat act	dFosB act	cardiac RTF act	PvdQ inh	CDK5 p35 inh	Rtt109 Vps75	MITF act
CC(=O)Nc1cccc(OCCCNC(=O)c2ccc(F)cc2)c1	-17	17	2	14	-4	-7	-6	0.8	-7	14
C=CCn1c(=S)[nH]c2scc(-c3cccs3)c2c1=O	-25	25	-2	-1	2	5	-11	-0.6	11	6
COc1ccc(NN=Nc2ccc([N+](=O)[O-])cc2)cc1	34	-34	-1	8	-6	-1	2	0.6	10	99*
CCc1ccc(C(=O)NNC(=O)c2ccc3c(=O)n4c(nc3c2)CCC4)cc1	-21	21	-1	-1	-2	4	2	-0.5	4	-6
CN1CCc2c(c3c(n2C)CCN(C)C3c2ccc(F)cc2)C1c1ccc(F)cc1 (stereo unspecified)	-12	12	2	.	-4	-2	-1	5.1	-1	3
Cc1cc(C(=O)OCC(=O)c2c(N)n(C)c(=O)n(C)c2=O)c(C)n1-c1ccccc1	24	-24	1	.	3	-6	4	-0.3	-5	10
COc1ccc(NCc2nc3ccccc3n2C)cc1	-32	32	0	1	-12	-1	-14	2.8	5	.
O=C(N/N=C/c1ccc(OC(=O)c2ccco2)cc1)c1ccc[n+]([O-])c1	-8	8	5	2	3	-2	10	0.9	1	-7

From PubChem BioAssay
